Screening results from PubChem.
VIM-2 inhibitor – inhibitors of Pseudomonas aeruginosa VIM-2 metallo-beta-lactamase | inhibition, % at 5.6 µM | AID 1527 | 290,000 compounds, 0.89% hits | purified VIM-2, nitrocefin hydrolysis, epi-absorbance fluorescence;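 active means inhibition above the mean of all tested compounds plus 3 SD, cutoff set per screening run, cut at about 7.5% in these data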;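 further: red hydrolysis product quenches plate fluorescence so inhibitors raise well fluorescence; 0% = enzyme with DMSO and 100% = DMSO without enzyme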
pCIP destab – compounds decreasing mouse p/CIP protein stability; F442A p/CIP-EGFP cells, EGFP fluorescence, 16 h; decrease of EGFP signal, % at 10 µM; 290,000 compounds, 0.01% hits; AID 1984;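 active means EGFP signal decrease of at least 30% at 10 µM or well 3 SD below plate mean, unless failing retest; inactive means the rest, including hits failing retest or dose response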; further: some compounds called inactive have numbers as strong as hits; many of its hits are not listed in these tables
IDE cell activ – activators of human insulin-degrading enzyme in cells; activation, % at 5.96 µM; HEK cells, FAbeta-B cleavage, fluorescence polarization; 0% vehicle, 100% cell-free pure enzyme wells; 340,000 compounds, 0.073% hits;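 active means activation above the mean of all tested compounds plus 3 SD, set per screening campaign, cut at about 17% in these data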
Target sequence (P14735 whole entry, looked up): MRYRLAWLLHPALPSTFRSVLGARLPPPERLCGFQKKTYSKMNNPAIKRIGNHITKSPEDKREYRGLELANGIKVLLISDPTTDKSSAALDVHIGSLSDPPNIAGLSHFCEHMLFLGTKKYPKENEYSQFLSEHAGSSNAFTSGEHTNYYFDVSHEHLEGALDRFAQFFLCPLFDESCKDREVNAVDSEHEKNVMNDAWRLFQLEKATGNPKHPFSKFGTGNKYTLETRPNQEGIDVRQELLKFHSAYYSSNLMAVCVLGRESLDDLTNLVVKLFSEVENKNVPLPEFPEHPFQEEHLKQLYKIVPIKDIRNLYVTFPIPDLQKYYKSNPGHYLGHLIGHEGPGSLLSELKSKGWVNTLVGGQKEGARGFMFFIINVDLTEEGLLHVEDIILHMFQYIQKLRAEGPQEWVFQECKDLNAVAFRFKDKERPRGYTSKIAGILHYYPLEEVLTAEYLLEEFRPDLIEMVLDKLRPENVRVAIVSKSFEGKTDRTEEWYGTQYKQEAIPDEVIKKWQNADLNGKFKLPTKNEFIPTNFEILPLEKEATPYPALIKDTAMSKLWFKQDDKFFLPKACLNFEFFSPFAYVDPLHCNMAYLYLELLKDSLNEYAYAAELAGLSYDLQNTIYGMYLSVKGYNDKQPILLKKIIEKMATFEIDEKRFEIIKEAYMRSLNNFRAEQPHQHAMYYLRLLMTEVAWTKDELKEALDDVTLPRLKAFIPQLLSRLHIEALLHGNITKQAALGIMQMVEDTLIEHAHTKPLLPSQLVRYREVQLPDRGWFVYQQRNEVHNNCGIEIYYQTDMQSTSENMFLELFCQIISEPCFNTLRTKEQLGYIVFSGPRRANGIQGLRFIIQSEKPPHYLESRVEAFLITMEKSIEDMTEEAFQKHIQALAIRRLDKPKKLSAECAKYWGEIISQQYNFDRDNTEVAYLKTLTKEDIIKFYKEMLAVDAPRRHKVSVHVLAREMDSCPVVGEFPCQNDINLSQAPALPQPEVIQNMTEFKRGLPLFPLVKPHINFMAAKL
IDE inh – cellular human IDE inhibition | inhibition, % at 5.59 µM | HEK cells, FAbetaB cleavage, fluorescence polarization | 320,000 compounds, 0.41% hits;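 active means percent inhibition above the average of all tested compounds plus 3 SD, set per screening campaign, cut at about 16% in these data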;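 further: IDE supplied by intact live HEK cells; FP after avidin binding of uncleaved biotin substrate so inhibition keeps polarization high; 0% = DMSO wells and 100% = 60 µM reference IDE inhibitor Ii1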
NS3 helicase inh – inhibitors of Hepatitis C virus NS3 helicase | NS3 helicase DNA unwinding, Cy5 molecular beacon fluorescence | inhibition, % at 10.9 µM | 290,000 compounds, 0.56% hits;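 active means inhibition above the mean of all tested compounds plus 3 SD, set per campaign, cut at about 35% in these data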;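 further: 0% = DMSO wells and 100% = thioflavine S control wells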
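System: HCV NS3 helicase fragment; control set: DMSO and thioflavine S; technique: Cy5 fluorescence at 0 and 60 min, beacon hairpin quenching; reagent: beacon DNA duplex substrate plus ATP; replicates: singlicate; schedule: 1 h reaction at 25 °C, ATP-initiated; medium: MOPS buffer pH 6.5 with MgCl2, DTT, Tween20, BSA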
PfM18AAP inh – blocks P. falciparum M18 aspartyl aminopeptidase. recombinant PfM18AAP, H-Glu-NHMec fluorogenic cleavage. inhibition, % at 7.35 µM. 290,000 compounds, 1.2% hits. AID 1822;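 active means inhibition above the campaign mean inhibition over all tested compounds plus 3 SD, cut at about 28% in these data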;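 further: 0% = plate median of test compound wells and 100% = 2 mM ZnCl2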
SUMO HTRF inh – inhibitors of human SUMOylation (UBC9); P63279; HTRF SUMOylation assay, SAE1/SAE2 + UBC9, in vitro; inhibition, % at 35 µM; 290,000 compounds, 0.36% hits; AID 2006; in the data active means inhibition above about 50%, passing the limit was not always enough; further: strong numbers were not always called active
FID counter – displaces DNA intercalator in HCV helicase counter-screen. DNA fluorescent intercalator displacement, fluorescence. inhibition, % at 7.9 µM. 290,000 compounds, 0.17% hits; in the data active means inhibition above about 37%;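 further: 0% = vehicle and 100% = reference compound; higher means more ethidium bromide displaced from hairpin DNA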
IMP-1 inhibitor – inhibitors of Pseudomonas aeruginosa IMP-1 metallo-beta-lactamase. AID 1556. purified IMP-1, nitrocefin hydrolysis, epi-absorbance fluorescence. 290,000 compounds, 0.45% hits. inhibition, % at 5.6 µM;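 active means inhibition above the mean plus 3 SD of all compounds in the same screening run, cut at about 4.5% in these data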;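 further: 0% = IMP-1 with DMSO and 100% = DMSO wells lacking enzyme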
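System: purified recombinant IMP-1 beta-lactamase. Medium: Zinc- and detergent-supplemented HEPES buffer, pH 7.1. Compound: one 5.6 µM dose […]. Schedule: 15 min preincubation plus 25 min reaction at 25 °C. Technique: Epi-absorbance fluorescence, 480 nm excitation, 530 nm emission.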
Numbers without * were called inactive; . = not tested or not shown.

#	Molecule	VIM-2 inhibitor	pCIP destab	IDE cell activ	IDE inh	NS3 helicase inh
1	COCCCNc1ncnc2sc3c(c12)CCC(C)C3 (stereo unspecified)	3.1	-11	3	8	-2
2	Cc1ccc(NC(=O)NNC(=O)c2sccc2-n2cccc2)cc1	-4.1	7	3	7	12
3	C[C@]1(C(=O)O)Cc2oncc2C[C@@H]1C(=O)O	1.0	-2	-2	5	-9
4	CC(C)(C)c1ccc(NC(=O)Nc2ccc3ccccc3n2)cc1	-2.7	4	5	1	6
5	COC(=O)N/N=C/c1ccccc1	-1.2	-3	0	6	-13
6	Cc1ccc(CN2CCC(n3nccc3NC(=O)C3CCOC3)CC2)cc1 (stereo unspecified)	-2.9	-5	-1	1	0
7	COC(=O)c1nnc(-c2ccccc2)c(-c2ccccc2)n1	1.7	12	2	2	1
8	Cc1ccc(S(=O)(=O)n2nc(OC(=O)c3ccccc3F)cc2N)cc1	-5.2	-3	3	-4	-1

#	PfM18AAP inh	SUMO HTRF inh	FID counter	IMP-1 inhibitor
1	-1	12	-22	-2.6
2	7	-4	-1	-1.2
3	-5	0	7	-0.3
4	0	2	0	-3.9
5	-10	5	-1	-2.9
6	3	12	-2	-1.4
7	14	18	-4	-2.3
8	-8	-2	-11	-3.3

(list continues)
#	Molecule	VIM-2 inhibitor	pCIP destab	IDE cell activ	IDE inh	NS3 helicase inh
9	CCn1cc(S(=O)(=O)CC(=O)N2CCc3ccccc32)c2ccccc21	.	-3	-1	-1	.
10	Cc1c(C)n(CCc2ccccc2)c2ncnc(NCCCN(C)C)c12	2.9	5	5	5	-26
11	CCOC(=O)C1CCN(C(=O)COC(=O)c2ccc3c(c2)C(=O)N(c2ccc(OCC)cc2)C3=O)CC1	-0.2	2	1	9	0
12	CC(C)CCNC(=O)CN(CCCN1CCOCC1)C(=O)Cn1nnc(-c2ccc(F)cc2)n1	-2.5	2	3	-5	-15
13	Cc1ccc(NC(=O)CCC(=O)N/N=C/c2cccnc2)cc1	-0.6	7	5	7	10
14	CCc1cccc(CC)c1NC(=O)COC(=O)CC1c2ccccc2CCN1S(=O)(=O)c1ccc(F)cc1 (stereo unspecified)	0.8	-8	0	-2	0
15	CCc1cc(=O)oc2cc(C)cc(OCC(=O)NC(Cc3c[nH]c4ccc(O)cc34)C(=O)O)c12 (stereo unspecified)	1.7	-6	4	1	7
16	Cc1ccc(C2=N/C(=C/c3cccs3)C(=O)N2Nc2ccccc2)cc1	-2.4	2	2	-2	-5

#	PfM18AAP inh	SUMO HTRF inh	FID counter	IMP-1 inhibitor
9	.	-6	.	.
10	6	10	22	0.5
11	-14	-2	-20	0.5
12	1	18	28	-2.3
13	2	4	-6	-3.6
14	-9	3	-38	0.2
15	-21	16	-11	-1.4
16	-6	-20	-3	-1.3

Later entries.
#	Molecule	VIM-2 inhibitor	pCIP destab	IDE cell activ	IDE inh	NS3 helicase inh
17	Cc1ccc(Oc2ccc(S(=O)(=O)N3CCOCC3)cc2C(N)=O)cc1C	-0.2	0	6	-7	5
18	COc1ccc(CCNC(=O)c2c[nH]c3ccccc3c2=O)cc1OC	-3.1	2	2	-3	-11
19	COc1ccc(OC)c(NS(=O)(=O)c2c(C)nc3sccn3c2=O)c1	1.9	-6	10	4	-14
20	O=C(COc1ccc(F)cc1)OCCN1CCOCC1	-4.8	-4	3	2	7
21	CC(=O)OCC(=O)[C@@]1(O)CC[C@H]2[C@@H]3CCC4=CC(=O)C=C[C@]4(C)[C@H]3C(=O)C[C@@]21C	-1.2	-4	-2	-1	-2
22	Cc1ccc2nsnc2c1NC(=O)c1ccc([N+](=O)[O-])o1	-3.3	-18	2	2	-3
23	CCCc1cc(C(=O)Nc2cccc([N+](=O)[O-])c2)cs1	1.5	-91	-2	1	1
24	O=C(N/N=C/c1ccncc1)C1CC1C(=O)N/N=C/c1ccncc1 (stereo unspecified)	-3.7	-5	0	9	-9
25	CC(C)C(NS(=O)(=O)c1ccc2c(c1)oc(=O)n2C)C(=O)N1CCN(c2ccccc2F)CC1 (stereo unspecified)	.	-9	3	3	.
26	COc1cccc(N/N=C/c2cccc(Br)c2O)c1	-2.8	-4	-1	-1	0

#	PfM18AAP inh	SUMO HTRF inh	FID counter	IMP-1 inhibitor
17	-5	6	-31	-0.9
18	-13	15	-10	-1.1
19	1	10	-11	-2.4
20	2	8	1	-4.8
21	-5	1	-25	-0.7
22	4	-2	-3	-3.3
23	-15	5	6	0.7
24	-1	0	-11	-3.5
25	.	5	.	.
26	-2	22	-1	-1.9

Rewritten with values under each structure: part of the list above.
Below each SMILES – VIM-2 inhibitor, pCIP destab, IDE cell activ, IDE inh, NS3 helicase inh, PfM18AAP inh, SUMO HTRF inh, FID counter, IMP-1 inhibitor
16	Cc1ccc(C2=N/C(=C/c3cccs3)C(=O)N2Nc2ccccc2)cc1
  -2.4, 2, 2, -2, -5, -6, -20, -3, -1.3
17	Cc1ccc(Oc2ccc(S(=O)(=O)N3CCOCC3)cc2C(N)=O)cc1C
  -0.2, 0, 6, -7, 5, -5, 6, -31, -0.9
18	COc1ccc(CCNC(=O)c2c[nH]c3ccccc3c2=O)cc1OC
  -3.1, 2, 2, -3, -11, -13, 15, -10, -1.1
19	COc1ccc(OC)c(NS(=O)(=O)c2c(C)nc3sccn3c2=O)c1
  1.9, -6, 10, 4, -14, 1, 10, -11, -2.4
20	O=C(COc1ccc(F)cc1)OCCN1CCOCC1
  -4.8, -4, 3, 2, 7, 2, 8, 1, -4.8
21	CC(=O)OCC(=O)[C@@]1(O)CC[C@H]2[C@@H]3CCC4=CC(=O)C=C[C@]4(C)[C@H]3C(=O)C[C@@]21C
  -1.2, -4, -2, -1, -2, -5, 1, -25, -0.7
22	Cc1ccc2nsnc2c1NC(=O)c1ccc([N+](=O)[O-])o1
  -3.3, -18, 2, 2, -3, 4, -2, -3, -3.3
23	CCCc1cc(C(=O)Nc2cccc([N+](=O)[O-])c2)cs1
  1.5, -91, -2, 1, 1, -15, 5, 6, 0.7
24	O=C(N/N=C/c1ccncc1)C1CC1C(=O)N/N=C/c1ccncc1 (stereo unspecified)
  -3.7, -5, 0, 9, -9, -1, 0, -11, -3.5
25	CC(C)C(NS(=O)(=O)c1ccc2c(c1)oc(=O)n2C)C(=O)N1CCN(c2ccccc2F)CC1 (stereo unspecified)
  ., -9, 3, 3, ., ., 5, ., .
26	COc1cccc(N/N=C/c2cccc(Br)c2O)c1
  -2.8, -4, -1, -1, 0, -2, 22, -1, -1.9
